From PubChem BioAssay
Growth percent in the NCI-60 one-dose screen (48 h, 10 µM unless noted): 100 = growth as untreated, 0 = no growth, -100 = all killed.
HS 578T: HS 578T breast cancer. actives 4.1% (n = 78,000)
T-47D: T-47D breast cancer. actives 5% (n = 79,000)
MALME-3M: MALME-3M melanoma | AID 1794766 | actives 5.8% (n = 78,000)
SK-MEL-2: SK-MEL-2 melanoma | actives 4.7% (n = 77,000)
BT-549: BT-549 breast cancer; actives 4.4% (n = 78,000)
UACC-62: UACC-62 melanoma | AID 1794756 | actives 5.4% (n = 81,000)
SK-MEL-28: SK-MEL-28 melanoma | actives 4.1% (n = 81,000)
UACC-257: UACC-257 melanoma | actives 4.4% (n = 78,000)
An asterisk follows results filed as active; . = no result given; & = joins results of further samples; [ ] = another dose, or the depositor's remark. Rule for the calls: active = growth percent below 10; inactive = the rest.

SMILES	HS 578T	T-47D	MALME-3M	SK-MEL-2	BT-549	UACC-62	SK-MEL-28	UACC-257
CCCCCCCC(C)NCCCO (centres undefined)	112	129	105	107	103	97	119	107
CCOC(=O)c1[nH]n(-c2ccccc2)c(=O)c1/C=N/C(=S)NCCc1ccc(OC)c(OC)c1	94	89	.	105	89	102	100	94
Cn1c(=O)n(C)c2cc(NCc3cn(-c4ccc(C(F)(F)F)cc4)nc3-c3ccc(C(=O)O)cc3)ccc21	102	99	116	110	111	99	111	99
COC(=O)C(C(=O)OC)C(C)(Br)C(=O)OC (centres undefined)	103	82	100	100	93	.	112	77
COc1cc(C=C2C(=O)N(C)C(=O)N(C)C2=O)cc(CN2CCCCC2)c1O	96	90	93	102	101	97	102	104
CC(C)(C)OC(=O)CN1CCc2c(sc3ncnc(N/N=C/c4ccc(Br)cc4)c23)C1	93	76	96	106	101	86	96	104
C[C@]12C[C@@H](c3ccoc3)OC(=O)[C@@H]1CC[C@]1(C)[C@@H]2CC[C@@H]2O[C@@]21C	95	110	93	81	106	94	112	91
CCOC(=O)Nc1ccc2nc(Sc3ccc(Cl)cc3)sc2c1	51	36	42	47	58	34	38	57
CN1CCN(c2nc(SCc3ccc([N+](=O)[O-])cc3)nc(-c3ccc(F)cc3)c2C#N)CC1	57	71	73	108	54	80	86	93
COc1cc(-c2nc(SCCC(C)C)nc(N3CCN(C)CC3)c2C#N)cc(OC)c1OC	79	64	83	103	84	81	83	95
c1coc(CNc2cc(Nc3ccc(OCCN4CCCCC4)cc3)ncn2)c1	90	92	113	101	116	97	112	104
Cc1nn(-c2ccccc2)c(N2CCCCC2)c1-c1nc2ccccc2[nH]1	.	80	101	129	102	72	100	108
C/C(=C(/c1ccc(Cl)cc1)c1ccc(OCCN(C)C)cc1)c1ccc(Cl)cc1	.	89	92	.	100	103	120	96
COc1ccc(C(=O)OC2C(OC)OCC(O)C2O)cc1 (centres undefined)	115	109	.	96	101	97	107	103
CC1CN(CCN2CC(C)N(C=O)CC2C)C(C)CN1C=O (centres undefined)	114&122	103&99	110&141	130&116	98&138	101&101	110&121	104&113
CC(=O)NC(N)=S	115	124	.	111	117	109	.	101
COc1cc(-c2nnc(-c3ccc(NC(=O)CCO)cc3)o2)cc(OC)c1OC	102	66	101	92	91	97	103	81
C=C(C)[C@@H]1CCC[C@]2(C(=O)N3CCN(C)CC3)CC[C@]3(C)[C@@H](CC[C@@H]4[C@@]5(C)CC/C(=N\NC(=O)c6ccncc6)C(C)(C)[C@@H]5CC[C@]43C)[C@@H]12	103	88	74	106	105	87	96	103
[N-]=[N+]=NCc1ncc(-c2ccc(C(F)(F)F)cc2)c(NC2CCCCCC2)n1	83[50 µM]	63[50 µM]	85[50 µM]	78[50 µM]	82[50 µM]	79[50 µM]	98[50 µM]	89[50 µM]
CCCCc1ccc(-c2nc3c(c(C)nc4c3nnn4-c3ccccc3)c(=O)o2)cc1	102	.	106	105	100	92	106	119
CCOC(=O)/C=C(\C)Nc1ccc(NC(C)=O)cc1	96	93	90	102	92	96	107	97
c1cncc(-c2nc3ccccc3[nH]2)c1	78	103	109	106	100	85	87	28
Cc1ccc(C(=O)OCC(=O)Nc2ncc(Cl)c(C)c2Cl)s1	92	101	.	106	.	104	94	100
COc1cc(-c2cc(=O)c3c(CC(=O)O)cc(O)cc3o2)cc(OC)c1OC	101	92	104	104	86	96	110	93
Nc1ccc(SCc2cc3cc(Cl)ccc3[nH]c2=O)cc1	100	50	91	89	53	13	58	62
C#CCN1C(=O)CN(/N=C/c2ccc([N+](=O)[O-])o2)C1=O	99	107	100	108	103	93	109	97
COc1cc(C2=NN(C(C)=O)C(c3ccc(N4CCOCC4)cc3)C2)cc(OC)c1OC (centres undefined)	108	97	94	97	92	88	104	103
O=Cc1cccc[n+]1Cc1ccc2c(c1)OCO2	103	90	107	.	106	99	105	100
CC(C)(C)c1nn(-c2ccccc2)c2ncc3c(c12)C(=O)N(c1ccccc1)C3=O	93	112	107	108	96	95	104	97
CCn1cc(C(=O)NNC(=O)Nc2c(C)cccc2Cl)c(=O)c2ccc(C)nc21	74	96	100	92	94	82	106	93

Overlap with the part before: 3 compounds, then new ones.
SMILES	HS 578T	T-47D	MALME-3M	SK-MEL-2	BT-549	UACC-62	SK-MEL-28	UACC-257
O=Cc1cccc[n+]1Cc1ccc2c(c1)OCO2	103	90	107	.	106	99	105	100
CC(C)(C)c1nn(-c2ccccc2)c2ncc3c(c12)C(=O)N(c1ccccc1)C3=O	93	112	107	108	96	95	104	97
CCn1cc(C(=O)NNC(=O)Nc2c(C)cccc2Cl)c(=O)c2ccc(C)nc21	74	96	100	92	94	82	106	93
Cc1ccc2nc(NC(=O)CSc3nc(-c4ccccc4)c(C(=O)O)c(=O)[nH]3)sc2c1	117	93	115	105	104	98	108	115
O=c1/c(=C/c2ccc(O)cc2)sc2nc3ccccc3n12	105	91	95	112	86	93	96	97
O=C(c1ccccc1)n1oc(=O)c2ccccc21	112	80	114	102	107	90	112	99
COc1ccc2c(c1)C(=O)/C(=C/c1ccc(O)cc1)O2	74	60	71	81	.	77	93	87
S=c1nccc(-c2ccc(-c3ccccc3)cc2)[nH]1	95	43	86	106	81	78	99	101
Cc1ccc2oc(=O)cc(CSC(=S)N3CCCCC3)c2c1	86	90	101	99	102	86	103	99
CCC(=O)N1N=C(c2ccc(-n3ccc(C(F)(F)F)n3)cc2)CC1c1ccc[nH]1 (centres undefined)	105	81	88	97	111	87	98	95
COc1ccc2c(c1)c(-c1nc(-c3cn(C)c4ncccc34)cs1)cn2C(=O)OC(C)(C)C	107	70	.	101	87	77	98	118
O=C(COc1ccccc1)NCc1ccco1	107	99	119	111	105	93	114	101
NC(=O)c1cnc(Nc2ccc(N3CCOCC3)cc2)nc1NCCCNC(=O)C1CCC1	79	108	100	76	35	90	93	113
O=C(Nc1ccc(Cl)c(Cl)c1)Nc1nccnc1OCc1ccc(Cl)cc1	103	.	94	90	88	97	97	93
CCCCCCCCSC(=O)Nc1cccc2ccccc12	110	100	98	109	92	102	116	98
CC1=NOC(=O)C1C(C)(C)C1C(=O)ON=C1C (centres undefined)	108	108	108	106	108	100	112	100
CC(Br)CCON1C(=O)c2ccccc2C1=O (centres undefined)	91	100	119	109	110	99	92	82
COc1ccc(-c2ccc(NNC(=O)Nc3ccc(Cl)cc3)nn2)cc1OC	89	99	97	106	93	88	106	100
O=C1CC(c2cccc(-c3cccnc3)c2)=Nc2ccc(Br)cc2N1	28	-12*	41	50	-3.5*	47	67	38
CCCCCN1C=C/C(=C\C(=O)N(C)c2ccc(OC)cc2)c2ccccc21	104	93	98	103	115	91	106	98
O=C1C2=C(CCN(Cc3ccccc3)C2)N2CCN=C2N1Cc1ccc(C(F)(F)F)cc1	36	24	30	.	32	18	47	15
CC(=O)Oc1cccc(OC(C)=O)c1OC(C)=O	107	97	98	103	94	97	104	.
O=C1NC(=O)C(c2ccccc2)(c2ccc(Cl)cc2Cl)N1 (centres undefined)	98	98	107	106	92	101	111	108
O=C(O)CCCCC(=O)O	119	113	130	105	108	102	111	113
CC(=O)c1cnn(-c2cc(=O)[nH]c3ccccc23)c1C	93	88	86	103	102	96	106	103
Cc1nc(-c2ccccc2)ncc1C(=O)O	97	104	83	104	108	93	107	105
COc1ccc(-c2nn(-c3ccccc3)cc2-c2nc3ccccc3o2)cc1	97	87	106	123	96	95	103	102
CC(=O)c1c(C)nc(SCC(=O)Nc2ccc(Cl)cc2)n1-c1ccc(Cl)cc1	79	72	91	94	92	70	104	95
Clc1nc(Cl)c2c3c(sc2n1)CCCC3	76	38	45	20	13	93	55	81
Cc1cc(NS(=O)(=O)c2ccc(Nc3nc(/C=C/c4ccc(Cl)cc4)nc4ccccc34)cc2)no1	83	77	89	100	103	65	101	102
CCN(C(=O)c1ccc2c3c(cccc13)C=C2)c1ccccc1	120	96	90	85	107	80	108	97
CNC1=CC(=O)c2c(C(=O)OC)c(C)nc(C)c2C1=O	116	103	59	105	102	95	110	100
Cc1ccc(OC(=O)c2ccc(Cl)cc2)cc1	110	103	101	103	100	95	106	102

Brought forward from above: 5 compounds; new compounds follow.
SMILES	HS 578T	T-47D	MALME-3M	SK-MEL-2	BT-549	UACC-62	SK-MEL-28	UACC-257
Clc1nc(Cl)c2c3c(sc2n1)CCCC3	76	38	45	20	13	93	55	81
Cc1cc(NS(=O)(=O)c2ccc(Nc3nc(/C=C/c4ccc(Cl)cc4)nc4ccccc34)cc2)no1	83	77	89	100	103	65	101	102
CCN(C(=O)c1ccc2c3c(cccc13)C=C2)c1ccccc1	120	96	90	85	107	80	108	97
CNC1=CC(=O)c2c(C(=O)OC)c(C)nc(C)c2C1=O	116	103	59	105	102	95	110	100
Cc1ccc(OC(=O)c2ccc(Cl)cc2)cc1	110	103	101	103	100	95	106	102
COc1cc(C2c3cc4c(cc3C(O)C3COCC23)OCO4)cc(OC)c1OC (centres undefined)	103	88	100	95	101	97	97	97
CCCCc1nc2c(N)nc3ccccc3c2n1Cc1ccc(C(=O)NC)cc1	100	110	101	118	110	84	107	105
COCCCN=C(N)c1ccc(NC(=O)c2ccc(C(=O)Nc3ccc(C(N)=NCCCOC)cc3)cc2)cc1	151	108	76	102	79	91	226	121
Cc1cccnc1NS(=O)(=O)c1ccccc1	111	103	109	106	107	100	103	101
N#CCCCCCCl	.	103	112	110	104	108	107	93
COc1ccc(-c2c(N)n[nH]c2-c2ccc(Cl)cc2O)cc1	87	87	87	78	100	73	106	93
Cc1cc(C(=O)O)c(C)c(S(=O)(=O)O)c1	184	93	95	80	81	101	115	78
N#Cc1c(-c2ccc(Cl)cc2)nc(NN2C(=O)c3ccccc3C2=O)nc1N1CCOCC1	101	95	109	110	112	101	117	108
O=C(CN1CCN(C(=O)c2ccccc2)CC1)Nc1ccccc1SCc1ccccc1	84	38	86	67	68	52	98	.
CC1(C)O[C@@H]2C[C@H]3[C@@H]4CCC5=CC(=O)CC[C@]5(C)[C@@]4(F)[C@@H](O)C[C@]3(C)[C@]2(C(=O)CO)O1	109	102	111	102	100	98	108	93
N#C/C(=C\c1ccc(-c2ccc(Br)cc2)o1)c1nc(-c2ccccc2)cs1	100	65	101	94	94	82	91	96
COc1cc(/C=C/C(=O)c2ccc(NC(=O)CSc3nnc(-c4ccc(Cl)cc4)o3)cc2)cc(OC)c1OC	103	89	103	96	86	92	105	81
O=C(/C=C(O)/C=C/c1cccc2[nH]ccc12)/C=C/c1cccc2[nH]ccc12	91	65	69	86	76	68	98	86
Nc1ncnc2c1c(-c1ccc(Oc3ccccc3)cc1)nn2C[C@@H]1SSC[C@H]1O	17	3.8*	7.3*	-14*	58	-70*	31	37
CC(=O)C=P(c1ccccc1)(c1ccccc1)c1ccccc1	86	83	102	83	107	86	103	76
Cc1cc(Nc2ccccc2Br)nc(N)n1	119	109	112	96	91	102	112	107
COC(=O)C(/C(=N/N)C(=O)Nc1cc(Cl)ccc1Cl)c1nc2ccc([N+](=O)[O-])cc2[nH]c1=O (centres undefined)	98	102	94	102	80	90	116	86
O=C(/C=C/c1cc2ccccc2[nH]c1=O)c1ccc(O)cc1	-27*	66	84	84	28	84	100	93
O=C1CC(c2ccc3c(c2)OCO3)c2ncn(-c3ccc(Cl)cc3)c2N1 (centres undefined)	47	41	63	43	58	34	55	.
C=CCn1c(SCC(=O)Nc2ccc(C(=O)/C=C/c3ccc(OC)cc3)cc2)nnc1-c1ccccc1	100	57	88	82	44	75	89	104

Full records, looked up by structure. Order of values: HS 578T, T-47D, MALME-3M, SK-MEL-2, BT-549, UACC-62, SK-MEL-28, UACC-257
Cc1ccc(OC(=O)c2ccc(Cl)cc2)cc1 as listed: 110, 103, 101, 103, 100, 95, 106, 102
CN1CCN(c2nc(SCc3ccc([N+](=O)[O-])cc3)nc(-c3ccc(F)cc3)c2C#N)CC1 as listed: 57, 71, 73, 108, 54, 80, 86, 93
CC(=O)C=P(c1ccccc1)(c1ccccc1)c1ccccc1 as listed: 86, 83, 102, 83, 107, 86, 103, 76
